Source: PubChem BioAssay
RAD54 branch: blocks human RAD54 Holliday junction branch migration; FAM/BHQ fluorescence; 360,000 compounds, 0.14% hits; Q92698; inhibition, % at 10.4 µM;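 active = mean normalized replicate activity at least 40 and at least half of replicates scoring 40 or more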;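 note: 0% = median of neutral control wells and 100% = median of positive control wells; inhibitors cause a drop in the FAM fluorescence signal; in these data hits start at about 50%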
INS-1E GSIS act: GLuc luminescence reporter in INS-1E cells, primary screen for activators of glucose-dependent secretion of insulin. INS-1E GLuc reporter insulin secretion, 2-3 h. activation, % at 16.6 µM. 370,000 compounds, 0.61% hits;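 active = lowest replicate activation of at least 40%, so every replicate reaches that level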;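 note: 0% = median of neutral control wells and 100% = median of IBMX positive control wells; some compounds called inactive have numbers as strong as hits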
RAD52 inh: RAD52 (human) annealing inhibition | P43351 | recombinant RAD52 DNA annealing, FRET fluorescence | inhibition, % at 18.7 µM | 360,000 compounds, 0.46% hits;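 active = every replicate showing at least 50% inhibition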
Target sequence (P43351 whole entry, looked up): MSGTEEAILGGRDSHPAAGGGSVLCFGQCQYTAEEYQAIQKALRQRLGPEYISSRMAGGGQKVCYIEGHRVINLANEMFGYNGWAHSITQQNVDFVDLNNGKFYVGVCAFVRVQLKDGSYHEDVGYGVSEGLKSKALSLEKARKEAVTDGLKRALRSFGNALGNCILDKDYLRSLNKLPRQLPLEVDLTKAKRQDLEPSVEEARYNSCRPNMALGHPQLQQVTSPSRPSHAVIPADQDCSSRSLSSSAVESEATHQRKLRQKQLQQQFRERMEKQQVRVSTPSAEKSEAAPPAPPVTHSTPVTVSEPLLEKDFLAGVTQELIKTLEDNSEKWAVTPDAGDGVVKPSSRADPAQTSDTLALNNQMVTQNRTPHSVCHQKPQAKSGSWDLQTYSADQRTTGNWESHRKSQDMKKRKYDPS
esBAF inh: SWI/SNF esBAF complex inhibition; reporter increase, % at 12.5 µM; AID 602393; 350,000 compounds, 2% hits; mouse ES cells, Bmi1-luciferase knock-in reporter, 24 h; 100% = twice the neutral-well signal; in the data active = activation above about 40%;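 note: 0% = median of the plate's neutral control wells and 100% = double that signal; a rise in the Bmi1 reporter signal indicates esBAF inhibition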
XiGFP reactiv: reactivates the inactive X chromosome in mouse fibroblasts. XiGFP mouse fibroblasts, % GFP-positive cells imaging, 3 d; cells co-treated with 5-aza-dC sensitizer; scaled so ellipticine positive control = 100%. activation, % at 7.58 µM. 360,000 compounds, 0.055% hits;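 active = mean normalized replicate activation at least 10% and every replicate at or above 10%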;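 note: 0% = median of on-plate neutral control wells and 100% = ellipticine 6 µM median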
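System: 68-5-11 XiGFP fibroblast line; Timing: 3 days compound exposure; Compound dosing: one concentration, pinned; Benchmarks: positive control ellipticine, 6 µM final; Buffer or medium: DMEM containing 5-aza-dC.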
ERAP1 HTS inh: ERAP1 (human) enzyme inhibition; Q9NZ08; recombinant ERAP1, Leu-AMC fluorescence, 60 min; inhibition, % at 10.7 µM; 340,000 compounds, 0.15% hits; AID 652197;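 active = mean replicate inhibition of at least 30%, or all replicates individually reaching that 30% level; inactive = mean below 30% and not every replicate reaching it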;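 note: 0% = neutral control wells and 100% = L-leucinethiol positive control wells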
ARNT-TACC3 inh: ARNT/TACC3 interaction disruption | inhibition, % at 9.99 µM | AID 623870 | AlphaScreen His-ARNT PAS-B/GST-TACC3 binding, luminescence; TACC3 fragment carries E629A point mutation | 390,000 compounds, 0.66% hits | Q9Y6A5;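 active = mean inhibition of replicates at least 50% and at least half of replicates each reaching 50%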;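 note: 0% = complete ARNT plus TACC3 wells and 100% = ARNT alone without TACC3; many hits fall short of the cut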
F508del corr: correctors of CFTR F508del function in bronchial epithelial cells. CFBE cells, YFP halide quenching; stimulated with forskolin plus potentiator P3; % fluorescence drop versus neutral controls. activity (quench increase), % at 7.58 µM. 350,000 compounds, 0.36% hits;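 active = mean added fluorescence quench of at least 8% versus neutral control, with both replicates also reaching 8%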;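 note: cells transiently co-express mutant CFTR-F508del with the halide-sensitive YFP; corrector assay measuring rescue of mutant channel to the surface after 24 h compound exposure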
* hit, by the source's call; i = inactive; . = no result given; & = joins results of further samples.

SMILES	RAD54 branch	INS-1E GSIS act	RAD52 inh	esBAF inh	XiGFP reactiv	ERAP1 HTS inh	ARNT-TACC3 inh	F508del corr
COCC(C)NC(=O)c1cccc(Cl)c1 (stereo unspecified)	-1	-3	-3	-5	.	1	.	.
COc1ccc(Cl)cc1NC(=S)NNC(=O)CC(C)C	.	7	-24	.	0.4	-3	6	2.0
Cc1cccc(C)c1NC(=O)CN(C)C(=O)C1CCCCC1	5	12	5	0	0.0	-1	6	0.5
O=C(N/C=C/c1ccco1)OCc1ccccc1	8	-10	-20	2	0.0	0	.	-1.0
CCCc1[nH]nc2c1C(c1ccc(OC(=O)N3CCOCC3)cc1)C(C#N)=C(N)O2 (stereo unspecified)	-6	6	-7	2	.	5	13	-0.8
O=C(Nc1cccc(Cl)c1)N1C[C@@H]2[C@H](c3ccccc31)[C@@H](CO)N2C(=O)c1cccnc1	1	-9	-3	5	0.1	-4	-1	-3.1
CC(C)(CNS(=O)(=O)c1ccc(Br)s1)N1CCOCC1	4	5	-28	2	0.3	0	-16	-1.9
Cc1c(O)nc2ccccn2c1=O	-7	29	-11	.	0.2	.	1	0.4
COc1cccc(C(=O)Nc2ccc3c(c2)C(=O)N(C)[C@H]2CC[C@H](CC(=O)NCC(F)(F)F)O[C@H]2CO3)c1	4	-5	20	3	0.2	.	-1	1.1
O=C(C[C@@H]1CC[C@@H]2[C@H](COC[C@@H](O)CN2S(=O)(=O)c2ccccc2)O1)NCC1CCCCC1	-2	-9	91*	1	0.0	-1	-11	-1.9
Cc1c(C(=O)NCc2cccc([N+](=O)[O-])c2)sc(=O)n1Cc1ccc(F)cc1	-8	-31	-25	17	0.1	.	.	-4.3
CCCCC(=O)N(Cc1ccc2c(c1)OCO2)Cc1nc2ccccc2c(=O)[nH]1	.	-1	-6	.	0.0	-1	-1	-1.7
O=C(NCCOc1ccccc1)N1[C@H]2CC[C@@H]1C=C(c1ccc(F)cc1OCc1ccccc1)C2	4	-6	1	-7	-0.2	1	.	3.7
O=S1(=O)CC(N2CCSCC2)CN1Cc1cn(Cc2ccc(C(F)(F)F)cc2)nn1 (stereo unspecified)	.	-5	6	.	0.1	.	.	-1.9
COCCCNc1nc2c(-c3ccc(C)cc3)nnn2c2ccccc12	4	-9	-14	35	0.0	4	-3	0.9
O=C(O)c1ccccc1/C=N/NC(=O)C1CCCC1	-5	25	-2	0	0.2	-2	-3	1.0
COc1ccc2nc(NC(=O)CSCc3c(C)noc3C)sc2c1	.	5	-10	.	0.0	-8	0	-1.0
CO[C@H]1CN(C)C(=O)c2cc(NC(=O)c3cnccn3)ccc2OC[C@H](C)N(C(=O)C2CC2)C[C@@H]1C	5	-1	-11	-9	0.4	0	-22	-4.2
COc1ccc(Cn2c(=S)[nH]c3cc(C(=O)NCc4cccnc4)ccc3c2=O)cc1	.	-10	-1	.	-0.1	-1	1	-1.4
CN(C)c1cccc(NC(=O)NC2(C)CCS(=O)(=O)C2)c1 (stereo unspecified)	-7	-1	-12	-3	0.2	-2	-4	0.5
C[C@H](CO)N1C[C@H](C)[C@H](CN(C)C)Oc2ccc(NC(=O)C3CCCCC3)cc2CC1=O	1	10	-8	-2	0.1	0	-3	-2.4
CCOC(=O)C1=C(c2ccccc2)OC(N)=C(C#N)C1c1cccs1 (stereo unspecified)	-3	16	.	-1	.	.	4	.
CCCNC(=O)[C@H]1[C@H](CO)[C@H]2Cn3c(cccc3=O)[C@H]2N1C(=O)C1CC1	.	9	2	.	1.1	0	.	3.0
CNC(=S)N/N=C/c1c(C)c(C(=O)c2ccc(F)cc2)n2ccccc12	.	9	-72	.	0.2	3	.	1.1
CC1=C(C(=O)OC(C)C)C(c2cccs2)NC(=S)N1 (stereo unspecified)	2	-12	.	.	-0.1	.	7	.
O=c1ccc2cc(O)c(O)cc2o1	8	3	-9	3	0.2	-126	3	0.0
Cc1ccc(NC(=O)CN(C)C(=O)c2ccc(Cl)nc2)cc1	-6	21	-19	-4	0.0	0	-2	-1.7
C[C@H]1CCCCO[C@@H](CN(C)CC2CCCCC2)[C@@H](C)CN([C@@H](C)CO)C(=O)c2cc(NC(=O)CCCN(C)C)ccc2O1	.	9	.	1	0.0	.	.	-0.9
COc1ccc(-c2ccc3c(c2)O[C@@H](CN(C)C)[C@H](C)CN([C@@H](C)CO)S3(=O)=O)cc1	7	4	14	-4	-0.6	0	-1	-0.3
CCC(=O)Nc1ccc2c(c1)C(=O)N(C)[C@H]1CC[C@H](CC(=O)Nc3ccc(OC)cc3)O[C@@H]1CO2	7	-10	0	0	0.3	-3	-2	1.8
CC1CCCC(C)N1CC(O)COCc1ccccc1 (stereo unspecified)	-8	-6	-1	0	0.0	-1	-5	.
CC1(C)Cc2c(cnn2-c2ccccc2)C(=O)/C1=N\NC(=O)c1ccccc1	-12	9	-1	35	.	-1	-7	.
CNC(=O)c1c(NC(=O)CS(=O)(=O)c2ccc(Cl)cc2)sc(C)c1C	6	18	-8	3	0.1	-4	2	-0.1
Cc1ccc(/C=C(\NC(=O)c2ccc(C)cc2)C(=O)NCCCn2ccnc2)cc1	9	15	-14	6	0.0	-3	26	0.2
C[C@@H]1CN([C@H](C)CO)C(=O)c2cc(-c3ccccc3F)cnc2O[C@H]1CN(C)C(=O)C1CCC1	-4	0	12	-2	-0.2	0	0	0.7
COc1cc(C(=O)NC(=S)NCc2ccncc2)cc(OC)c1OC	5	.	0	-2	0.0	-7	.	.
CCCCN(CC)C(=O)c1ccc2c(c1)OCO2	.	12	.	2	-0.1	.	-1	.
Cc1ccc(S(=O)(=O)N(C)C[C@@H]2Oc3cc(C#Cc4ccccc4)ccc3S(=O)(=O)N([C@H](C)CO)C[C@@H]2C)cc1	-6	1	-8	5	0.2	0	10	.
CCOc1cc(N2CCOCC2)c(OCC)cc1NC(=O)c1ccc(OC)c(S(=O)(=O)N2CCOCC2)c1	.	14	-12	4	0.1	2	.	0.9
C[C@@H]1CN([C@@H](C)CO)C(=O)c2cc(NS(=O)(=O)c3cn(C)cn3)ccc2O[C@@H]1CN(C)C(=O)NC1CCCCC1	3	13	-20	1	0.0	4	0	-1.5

Looked up one by one from the list above, 5 records:
SMILES	RAD54 branch	INS-1E GSIS act	RAD52 inh	esBAF inh	XiGFP reactiv	ERAP1 HTS inh	ARNT-TACC3 inh	F508del corr
Cc1ccc(/C=C(\NC(=O)c2ccc(C)cc2)C(=O)NCCCn2ccnc2)cc1	9	15	-14	6	0.0	-3	26	0.2
O=c1ccc2cc(O)c(O)cc2o1	8	3	-9	3	0.2	-126	3	0.0
COc1cc(C(=O)NC(=S)NCc2ccncc2)cc(OC)c1OC	5	.	0	-2	0.0	-7	.	.
COCC(C)NC(=O)c1cccc(Cl)c1 (stereo unspecified)	-1	-3	-3	-5	.	1	.	.
CC(C)(CNS(=O)(=O)c1ccc(Br)s1)N1CCOCC1	4	5	-28	2	0.3	0	-16	-1.9

More entries:
SMILES	RAD54 branch	INS-1E GSIS act	RAD52 inh	esBAF inh	XiGFP reactiv	ERAP1 HTS inh	ARNT-TACC3 inh	F508del corr
CCC(C)(C)NC(=O)CN(C(=O)CCC(=O)Nc1ccccn1)c1ccc2c(c1)OCO2	2	3	-8	-6	0.0	-3	-2	1.3
OC(CN1CCOCC1)Cn1cnc2ccccc21 (stereo unspecified)	4	9	-15	5	0.1	1	-6	1.2
Cc1c(OC(C)C(=O)NCc2ccncc2)ccc2c3c(c(=O)oc12)CCC3 (stereo unspecified)	-6	18	0	-2	0.1	-4	2	-2.4
CN(CCOc1ccccc1)C(=O)c1ccc(Cl)c(S(=O)(=O)N2CCCCC2)c1	-9	-42	5	5	0.1	-1	4	2.4
CCCc1c(-c2ccccc2F)ncn1Cc1ccccc1OC	.	-25	9	.	0.1	-3	.	1.5
Cc1cc(C)c2c(N)c(C(=O)Nc3c(C)n(C)n(-c4ccccc4)c3=O)sc2n1	3	1	-5	.	0.5	0	-10	4.1
O=C(N/N=C/c1ccccc1)c1cc(-c2ccc3c(c2)OCO3)n[nH]1	-2	11	-14	49*	0.2	-1	.	0.3
COc1cc(NS(=O)(=O)N2CCCC2)cc(OC)c1OC	8	-12	.	2	.	.	-4	.
CCOc1ccc(NC(=O)Cc2nnc(SCC(=O)N3CCOCC3)n2C)cc1	3	7	0	-4	0.0	-2	-2	-1.1
COc1ccc(C(=O)NCCNC(=O)c2ccccn2)cc1	-5	1	8	-7	0.0	-3	-25	-0.9
Cc1ccc(CNC(=O)CN(C)C2=NS(=O)(=O)c3ccccc32)cc1	.	-14	-21	7	-0.1	6	.	0.1
COc1cc(/C=C2/SC(=S)N(Cc3ccccc3)C2=O)cc(Cl)c1O	i	-37	i	-17	0.1	1	1	8.1*
C[C@@H]1CN([C@@H](C)CO)S(=O)(=O)c2ccc(C3=CCCCC3)cc2O[C@H]1CN(C)C(=O)c1ccccc1	-4	-19	5	8	-0.5	-5	15	-3.8
CN(C)CCN(C(=O)C1=COCCO1)c1nc2ccc(F)cc2s1	7	20	19	.	0.0	-5	0	-0.2
C[C@@H]1CN([C@H](C)CO)S(=O)(=O)c2ccc(C3=CCCCC3)cc2O[C@H]1CN(C)S(=O)(=O)c1cn(C)cn1	-8	0	15	-11	-0.6	2	0	2.5
O=C(c1ccc(CS(=O)(=O)c2ccccc2)o1)N1CCOCC1	-4	1	-19	6	0.1	.	24	1.9
CCCNC(=O)C[C@@H]1CC[C@@H]2[C@H](COc3ccc(NC(=O)C4CCOCC4)cc3C(=O)N2C)O1	7	3	8	-1	0.2	2	2	0.3
O=C(C1CC1)N1CCCCN2[C@H](C1)[C@H](c1ccc(C#CC3CCCC3)cc1)[C@@H]2CO	-36	-10	4	4	0.0	-1	13	1.2
Cc1ccc(/C=N/N2C(=O)C3C(C2=O)C2C=CC3C23CC3)o1 (stereo unspecified)	-9	-5	.	3	.	.	3	.
CS(=O)(=O)N1[C@H](CO)[C@H](c2ccccc2-c2ccccc2F)[C@@H]1C#N	.	-8	-4	.	0.1	1	.	0.9
COc1ccc(Cl)cc1NC(=S)N1CCN(c2ncccn2)CC1	.	1	-12	.	0.0	-1	1	1.0
COc1ccc(S(=O)(=O)Nc2cccc3c2O[C@H](CN(C)C(=O)Nc2ccc(C(F)(F)F)cc2)[C@@H](C)CN([C@H](C)CO)C3=O)cc1	1&2	-33&-25	-16&-11	0&2	0.2&0.0	-1&1	-3&-2	-1.7&-0.5
CCc1nc2sc3c(=O)[nH]cnc3c2c2c1CSC(C)(C)C2	5	7	-43	11	0.0	-1	4	-1.3
Cc1noc(C)c1S(=O)(=O)Nc1ccc2c(c1)C(=O)N([C@H](C)CO)C[C@H](C)[C@H](CN(C)C(=O)CCC(F)(F)F)OCCCC[C@H](C)O2	-4	-19	-8	2	0.1	0	2	-1.4
O=C(Nc1ccc2c(c1)CCCN2C(=O)c1cccs1)c1c(F)cccc1Cl	2	4	-11	-4	0.0	2	.	-2.4
CC(C)Nc1nc2nonc2nc1Nc1ccccc1	7	-36	1	-5	0.0	.	-2	-0.9
Cc1ccc(O)c(C(CC(=O)NC(C)C)c2ccccc2)c1 (stereo unspecified)	-10	-10	-7	3	0.0	.	16	-4.1
CO/N=C/C1C(=O)NN=C1c1ccccc1 (stereo unspecified)	.	1	-17	.	0.8	4	.	2.0
COc1ccc(/C=N\NC(=O)/C(=C\Nc2nccc(C)n2)NC(=O)c2ccccc2)cc1	2	-4	.	1	.	.	3	.
O=C1CC(c2ccccc2)NN1 (stereo unspecified)	6	4	-5	-10	0.2	1	-3	1.7
